High-throughput results as filed in PubChem.
UPR XBP1 act = activators of adaptive arm of unfolded protein response (XBP1); CHO-XBP1 luciferase reporter, IRE1-XBP1 UPR activation, luminescence; percent of tunicamycin response, DMSO as zero; activation, % at 20 µM; hit rate 0.33% among 330,000; AID 463104;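 active = versus positive control, 20 µM dose yields 30% or more activation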;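 also: 100% = tunicamycin at 10 µg/mL and 0% = DMSO only wells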
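Material – CHO cell line with stable XBP1 luciferase reporter · Buffer or medium – F12 plus 10% FBS · Compound – single point, 20 µM final compound, 1% DMSO · Schedule – 16-18 h cell attachment at 37 °C, then 6 h compound exposure · Signal – Steady-Glo luminescence read · Benchmarks – high control tunicamycin 10 µg/mL final, low control DMSO vehicle only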
CHOP UPR activ = activators of apoptotic arm of unfolded protein response (CHOP) | activation, % at 10 µM | CHO-CHOP luciferase reporter, UPR activation, luminescence; percent of tunicamycin response over DMSO baseline | hit rate 0.34% among 330,000;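 active = at 10 µM dose, activation of 40% or more, normalized to positive control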;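 also: 100% = tunicamycin at 10 µg/mL and 0% = DMSO alone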
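Assay system: CHO cells with stable CHOP pathway luciferase reporter; Buffer or medium: F12 plus 10% serum; Times: 16-18 h cell attachment, then 6 h compound exposure, 37 °C; Signal: luciferase luminescence; Read-out basis: percent activation relative to tunicamycin control; Control set: tunicamycin high control, DMSO low control.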
Jurkat NFkB inh = lowers PMA/ionomycin-induced NF-kB signal in Jurkat cells; hit rate 0.53% among 330,000; inhibition, % at 4 µM; PMA/ionomycin-induced NF-kB luciferase reporter, luminescence; AID 435003; in the data active = inhibition above about 50%
Mdm2-MdmX inh = disrupts the human Mdm2-MdmX interaction; AID 485346; inhibition, % at 8 µM; O15151+Q00987; hit rate 3% among 330,000; SaOS-2 split-luciferase Mdm2/MdmX complementation, luminescence;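 active = inhibition of at least 50% at 8 µM in the primary screen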
Target sequence (O15151 whole entry, looked up): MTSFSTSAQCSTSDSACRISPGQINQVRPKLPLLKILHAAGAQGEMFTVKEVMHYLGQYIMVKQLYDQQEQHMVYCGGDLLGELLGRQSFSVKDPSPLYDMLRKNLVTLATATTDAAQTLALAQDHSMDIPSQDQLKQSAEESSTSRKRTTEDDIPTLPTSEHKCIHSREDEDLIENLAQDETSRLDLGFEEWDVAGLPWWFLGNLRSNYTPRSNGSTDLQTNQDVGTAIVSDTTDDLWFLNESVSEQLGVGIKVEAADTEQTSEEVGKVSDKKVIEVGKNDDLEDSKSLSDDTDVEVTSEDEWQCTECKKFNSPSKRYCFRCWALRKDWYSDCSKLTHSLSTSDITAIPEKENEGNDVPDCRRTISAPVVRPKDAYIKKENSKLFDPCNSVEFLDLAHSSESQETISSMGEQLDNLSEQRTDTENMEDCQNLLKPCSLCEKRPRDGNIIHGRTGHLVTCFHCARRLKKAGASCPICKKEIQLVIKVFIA
Target sequence (Q00987 whole entry, looked up): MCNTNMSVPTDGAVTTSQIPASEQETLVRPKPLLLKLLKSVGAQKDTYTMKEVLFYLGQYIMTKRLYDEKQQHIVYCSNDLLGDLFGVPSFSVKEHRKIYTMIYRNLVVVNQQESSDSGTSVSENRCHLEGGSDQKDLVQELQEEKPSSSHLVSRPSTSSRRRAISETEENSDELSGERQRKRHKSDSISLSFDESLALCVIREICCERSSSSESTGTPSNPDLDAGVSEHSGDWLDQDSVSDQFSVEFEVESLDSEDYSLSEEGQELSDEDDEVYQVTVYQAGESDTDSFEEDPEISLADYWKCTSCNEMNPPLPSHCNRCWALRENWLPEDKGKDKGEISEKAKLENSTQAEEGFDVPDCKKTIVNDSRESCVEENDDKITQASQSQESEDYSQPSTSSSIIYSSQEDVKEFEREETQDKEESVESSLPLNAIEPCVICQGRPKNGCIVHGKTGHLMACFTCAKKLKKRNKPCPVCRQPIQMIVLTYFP
TIM10 inh = growth inhibitors of TIM10 yeast strain; hit rate 1.4% among 330,000; inhibition, % at 10 µM; AID 463195; S. cerevisiae TIM10 strain growth, BacTiter-Glo luminescence, 24 h;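 active = inhibition of 40% or more at the single tested concentration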;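 also: wild-type TIM10 isogenic control strain grown at permissive 25 °C; 0% = DMSO yeast wells and 100% = minimal medium wells without yeast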
697 NFkB inh = inhibitors of the PMA/ionomycin-induced NF-kB reporter in 697 B cells | inhibition, % at 4 µM | AID 435022 | hit rate 0.33% among 330,000 | 697 B-cell NF-kB luciferase reporter, 16 h; in the data active = inhibition above about 35%
tim23-1 inh = inhibits growth of tim23-1 mutant yeast; S. cerevisiae tim23-1 growth, BacTiter-Glo luminescence, 24 h; inhibition, % at 20 µM; hit rate 1.3% among 330,000;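 active = growth inhibition of the mutant yeast at or above 50%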;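 also: temperature-sensitive mutant grown at 25 °C; plate controls were DMSO-treated mutant yeast for no effect and medium wells lacking yeast for full effect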
tim10-1 inh = growth inhibitors of tim10-1 mutant yeast; inhibition, % at 20 µM; S. cerevisiae tim10-1 ts strain growth, BacTiter-Glo, 24 h; hit rate 2.2% among 330,000; AID 463190;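 active = inhibition of at least 40%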;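 also: mutant grown at 25 °C; 0% = DMSO wells with yeast and 100% = wells holding no yeast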
An asterisk follows results filed as active.

Start of the data: the first four records, to show the layout:
Labels used below – A = UPR XBP1 act; B = CHOP UPR activ; C = Jurkat NFkB inh; D = Mdm2-MdmX inh; E = TIM10 inh; F = 697 NFkB inh; G = tim23-1 inh; H = tim10-1 inh
C#CCSc1nnc(-c2c[nH]c3ccccc23)n1C
  A = -1	B = 3.6	C = 3	D = -5	E = -10	F = 7	G = 11	H = -5
CC(=O)NC(=O)c1nnn(Cc2ccccc2)c1NC(C)=O
  A = 0	B = 0.1	C = 9	D = 15	E = -8	F = 3	G = 7	H = 3
Cc1c(-c2ccccc2)nc2ccccc2c1C(=O)Oc1ccc([N+](=O)[O-])cc1
  A = -4	B = 10	C = -15	D = 5	E = 19	F = -12	G = 18	H = 21
Cc1ccccc1NC(NC(=O)OCCn1c([N+](=O)[O-])cnc1C)C(Cl)(Cl)Cl (centres undefined)
  A = -1	B = -1.2	C = 13	D = -3	E = 2	F = 4	G = 25	H = 28

This part in full, from the first entry:
Labels used below – A = UPR XBP1 act; B = CHOP UPR activ; C = Jurkat NFkB inh; D = Mdm2-MdmX inh; E = TIM10 inh; F = 697 NFkB inh; G = tim23-1 inh; H = tim10-1 inh
C#CCSc1nnc(-c2c[nH]c3ccccc23)n1C
  A = -1	B = 3.6	C = 3	D = -5	E = -10	F = 7	G = 11	H = -5
CC(=O)NC(=O)c1nnn(Cc2ccccc2)c1NC(C)=O
  A = 0	B = 0.1	C = 9	D = 15	E = -8	F = 3	G = 7	H = 3
Cc1c(-c2ccccc2)nc2ccccc2c1C(=O)Oc1ccc([N+](=O)[O-])cc1
  A = -4	B = 10	C = -15	D = 5	E = 19	F = -12	G = 18	H = 21
Cc1ccccc1NC(NC(=O)OCCn1c([N+](=O)[O-])cnc1C)C(Cl)(Cl)Cl (centres undefined)
  A = -1	B = -1.2	C = 13	D = -3	E = 2	F = 4	G = 25	H = 28
CC1CN(CC(O)COc2ccccc2C(C)(C)C)CC(C)O1 (centres undefined)
  A = -2	B = -1.9	C = 2	D = 6	E = 12	F = -18	G = -3	H = -13
CCOC(=O)Cn1c(=O)cnc2ccccc21
  A = 1	B = 0.7	C = -2	D = -9	E = 1	F = 20	G = 17	H = 13
Cc1oc(-c2ccc(Cl)cc2)nc1CS(=O)CC(=O)NCc1cccs1 (centres undefined)
  A = -3	B = -0.1	C = 17	D = 8	E = 8	F = 23	G = 14	H = 24
c1ccc(C2[C@H]3CN(CC4CCCCC4)[C@H](c4ccccc4)C34CC2(c2cccnc2)C4)cc1 (some centres undefined)
  A = -3	B = 6.9	C = 12	D = 19	E = 19	F = 10	G = 27	H = 33
Cc1cc(C(=O)OCC(=O)c2ccc(Cl)c([N+](=O)[O-])c2)c2cccc(C)c2n1
  A = -4	B = 0.1	C = 0	D = 16	E = 2	F = 6	G = 8	H = 29
Cc1cc(OCC(=O)OCC(=O)N2CCc3ccccc3C2)ccc1Cl
  A = -1	B = -1.6	C = -3	D = 8	E = 10	F = 12	G = 7	H = 7
Cc1cc(C)cc(NC(=O)C2CCCN2S(=O)(=O)c2ccc3c(c2)C(C)(C)C(=O)N3C)c1 (centres undefined)
  A = -1	B = -0.1	C = 8	D = 6	E = 1	F = 11	G = 20	H = -1
CN(Cc1c(C(=O)N/N=C/c2cccc(F)c2)nnn1-c1nonc1N)C1CCCCC1
  A = 3	B = -0.2	C = 17	D = 28	E = 2	F = -12	G = -5	H = 0
COc1ccc(CNc2nc(-c3cccnc3)nn2C(=O)c2ccco2)cc1
  A = -5	B = 1.8	C = -9	D = -2	E = 2	F = -9	G = 26	H = 12
Cc1noc2ncnc(Sc3ccc(Cl)cc3)c12
  A = -6	B = 188*	C = -3	D = 19	E = 31	F = 8	G = 58*	H = 51*
O=C(c1ccc(Cl)c(S(=O)(=O)NCc2ccco2)c1)N1CCN(c2ccccc2F)CC1
  A = -3	B = -0.8	C = 9	D = 29	E = 6	F = -1	G = 13	H = 25
CCOC(=O)c1nnsc1NC(=O)Nc1ccc(OC)cc1
  A = 2	B = 0.3	C = 1	D = -3	E = 8	F = -3	G = 84*	H = -14
O=C(CCS(=O)(=O)c1ccc(Br)cc1)NCc1ccc(F)cc1
  A = -9	B = 2.9	C = -1	D = 2	E = -7	F = -12	G = 13	H = 3
COc1ccccc1CNC(=O)CC(C)C
  A = 4	B = 0.6	C = 8	D = 14	E = 6	F = 13	G = 6	H = 7
CC(C)[C@H](CN1CCC[C@H]1CN1C(N)=NC[C@@H]1Cc1ccccc1)N1C[C@@H](Cc2ccccc2)N(CCc2ccc(Cl)c(Cl)c2)C1=N
  A = 1	B = -0.2	C = 3	D = -9	E = -19	F = 16	G = -194	H = -66
CCOc1ccc(NC(=O)CSc2nc(NS(=O)(=O)c3ccc(C)cc3)cc(=O)[nH]2)cc1
  A = 0	B = -1.1	C = 10	D = 15	E = 20	F = 5	G = 7	H = -11
COc1ccc(CCNC(=O)CSc2nnc3ccc(-c4cccnc4)nn23)cc1
  A = -1	B = -0.1	C = -6	D = -2	E = 1	F = -1	G = 11	H = 13
C/C(=N\n1c(C)nc2ccccc2c1=O)c1ccc(C)o1
  A = 2	B = -0.4	C = 1	D = 4	E = -8	F = 1	G = -2	H = -4
COc1ccc(N(CC(=O)NC2CCCC2)C(=O)Cn2nnc(-c3ccc(C)o3)n2)c(OC)c1
  A = 2	B = -0.6	C = -1	D = 15	E = 8	F = 15	G = 1	H = 16
CC(=O)c1sc2nc(-c3cccs3)cc(C(F)(F)F)c2c1N
  A = -5	B = -1.5	C = -14	D = -1	E = -1	F = -2	G = 12	H = 8
CC(=O)c1ccc(N2CCN(C(=O)C(=O)c3cn(CC(=O)N4CCCCCC4)c4ccccc34)CC2)cc1
  A = -5	B = 2.4	C = 9	D = -3	E = 12	F = -15	G = 0	H = 3
CCCSc1nc2cc(OC)c(OC)cc2c(=N)n1CCCN1CCOCC1
  A = -1	B = 2.2	C = 11	D = 20	E = 11	F = -4	G = 7	H = 4
CCOc1ccc(CCNC(=O)COC(=O)c2ccc(Br)o2)cc1OCC
  A = -1	B = 0.7	C = -4	D = -2	E = 18	F = 2	G = 22	H = 34
Cn1c(=O)[nH]c(=O)c2c1nc(N1CCCC1)n2CC(O)COc1ccccc1 (centres undefined)
  A = 0	B = 1.2	C = -7	D = -21	E = -4	F = 11	G = 1	H = -21
O=C(CNC(=O)c1ccc(-c2ccccc2)cc1)OCc1c(F)cccc1Cl
  A = -2	B = -2.7	C = -12	D = -3	E = -1	F = 12	G = -6	H = 7
Cc1cc(NC(=O)CSc2ccc(-c3cccc([N+](=O)[O-])c3)nn2)no1
  A = -1	B = -0.3	C = 7	D = -17	E = -22	F = 7	G = -13	H = 2
c1ccc2c(c1)CCN(c1nc3cc4c(cc3s1)OCCO4)C2
  A = -5	B = -6.9	C = -44	D = 81*	E = 27	F = -382	G = 32	H = 29
Clc1ccc(-[n+]2c(-c3cccc(Br)c3)[nH]c3nc4ccccc4nc32)cc1
  A = -3	B = 5.8	C = 11	D = 61*	E = 17	F = -11	G = 31	H = 29
O=C(Oc1ccccc1Cl)c1ccc(N2CCOCC2)c([N+](=O)[O-])c1
  A = 4	B = 3.0	C = -17	D = 11	E = 0	F = -2	G = 17	H = 34
O=C(OCC(=O)N(Cc1ccccc1)Cc1ccccc1)c1cccc(O)c1
  A = -2	B = 0.6	C = 2	D = 3	E = 15	F = 30	G = 16	H = 23
COc1cc(C(=O)c2ccccc2)c(OC)cc1C(=O)Nc1ccc(O)cc1
  A = -1	B = -0.8	C = -4	D = 24	E = 14	F = -14	G = 24	H = 21
COC(=O)Nc1sc2c(c1C(=O)N1CCOCC1)CCC(C)C2 (centres undefined)
  A = 5	B = 0.8	C = 4	D = 0	E = -3	F = 9	G = 10	H = 3
S=c1[nH]nc(-c2ccc(Cl)cc2)n1Cc1ccccc1
  A = -3	B = 0.0	C = -9	D = 3	E = 37	F = -11	G = 46	H = -2
COc1ccc2c(CC(=O)Nc3ccc(N4CCOCC4)cc3)coc2c1
  A = 1	B = 0.1	C = -10	D = -7	E = 4	F = 0	G = 15	H = 4
Cc1nn(C)c(Cl)c1C(=O)NCC(=O)O
  A = -2	B = -0.9	C = -15	D = 4	E = -8	F = 13	G = 11	H = -13
CC(=O)Nc1ccc(NC(=O)c2ccc(-c3ccc([N+](=O)[O-])cc3)o2)cc1
  A = -2	B = 1.5	C = -3	D = -4	E = 3	F = 7	G = -1	H = 15
COC(=O)C(C)N(c1ccc(OC)cc1)S(C)(=O)=O (centres undefined)
  A = -3	B = 1.6	C = -4	D = -9	E = -3	F = -4	G = -9	H = -20
CC(CCc1ccccc1)NC(=O)COC(=O)c1ccccc1Br (centres undefined)
  A = -1	B = 2.0	C = -10	D = 4	E = -2	F = -7	G = 27	H = 14
O=C(COc1ccccc1N1C(=O)C2C3C=CC(C3)C2C1=O)c1ccccc1 (centres undefined)
  A = 0	B = 1.8	C = -8	D = 12	E = 2	F = -4	G = 1	H = 8
CN(C)C(=O)CN1C(=O)NC(c2ccccc2)(c2ccccc2)C1=O
  A = 4	B = 1.1	C = -41	D = 16	E = -11	F = -20	G = -6	H = 4
COC(=O)c1cc(C)sc1NC(=O)CN1CCN(C(=O)C2CCCO2)CC1 (centres undefined)
  A = -3	B = 1.1	C = 12	D = 5	E = 11	F = -1	G = 18	H = 22
COC(=O)CN1C(=O)[C@H]2[C@@H](c3ccc(C)o3)N3C(=O)CN(Cc4ccc(-c5ccccc5)cc4)C(=O)[C@@]3(C)[C@H]2C1=O
  A = -1	B = -0.8	C = 14	D = 11	E = 10	F = 22	G = 10	H = 12
COc1c(/C=N/NC(N)=S)c(C)nn1-c1ccccc1
  A = -1	B = -0.6	C = -6	D = 13	E = 6	F = 6	G = 1	H = 11
O=C1CN(C(=O)c2ccccc2)C(c2ccc(F)cc2)c2cc(Br)ccc2N1 (centres undefined)
  A = -3	B = 1.6	C = 3	D = 28	E = 19	F = -4	G = 30	H = 20
COc1ccc(CC(=O)Nc2ccc(S(=O)(=O)NC(C)C)cc2)cc1
  A = -2	B = -1.7	C = 12	D = 12	E = -4	F = -28	G = -11	H = 9
O=C(C[C@H]1C/C=C/CC[C@@H](Cc2ccc(F)cc2)C(=O)O[C@@H](c2ccccc2)CNC1=O)NCCO
  A = 2	B = -0.3	C = -3	D = -2	E = -5	F = -22	G = -7	H = -14
O=C(Cc1ccccc1)N1CCC2(CC1)NCCc1[nH]cnc12
  A = -4	B = 3.7	C = 9	D = -13	E = -3	F = 3	G = -8	H = -3
Cc1c(NC(=O)C2CCCNC2=O)c(=O)n(-c2ccccc2)n1C (centres undefined)
  A = -2	B = -0.4	C = -9	D = -17	E = 5	F = -4	G = 5	H = 10
CC(C)CC(c1nnnn1Cc1ccccc1)N1CCC(C(N)=O)CC1 (centres undefined)
  A = -1	B = -0.4	C = 0	D = 12	E = 6	F = -16	G = 17	H = 2
